# Assay outcomes from PubChem.
# RGS4 block = inhibitors of human RGS4; B-score at 10 µM; HEK293 M3R/RGS4 inducible, Fluo-4 calcium flux; hits give high values; triggered by carbachol at its EC20; 310,000 tested, 0.45% active; P49798;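 active = B-score, a plate-corrected calcium signal, over three deviations above library mean, with baseline fluorescence within five deviations of library mean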;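 also: RGS4 expression induced by doxycycline in cells with stable M3 receptor; B-score is computed from the integrated fluorescence ratio over baseline after carbachol; higher B-score means a larger calcium signal and so more RGS4 inhibition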
# Target sequence (P49798 whole entry, looked up): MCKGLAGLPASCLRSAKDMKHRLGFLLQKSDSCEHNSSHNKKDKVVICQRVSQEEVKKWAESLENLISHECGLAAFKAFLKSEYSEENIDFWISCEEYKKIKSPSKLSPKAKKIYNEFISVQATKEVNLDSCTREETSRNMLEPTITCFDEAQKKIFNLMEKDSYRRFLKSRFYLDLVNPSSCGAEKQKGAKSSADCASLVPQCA
# hERG rescue = shields human hERG channel from block by proarrhythmic agents | CHO-hERG, FluxOR thallium flux, dofetilide IC70 present | activation (rescue from dofetilide block), less the hit threshold, % at 10 µM | 310,000 tested, 0.51% active;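 active = activation above the mean of controls blocked by dofetilide plus 5 SD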;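 also: thallium influx through hERG after potassium depolarization seen as dye fluorescence rise; in these data hits start at about 4.7%; inactives centre near -7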
# ANO1 block = blocks the mouse calcium-activated chloride channel TMEM16A. normalized B-score (activity score, 25-100; higher = stronger inhibition) at 10 µM. Q8BHY3. 310,000 tested, 1.2% active. AID 588511. HEK293 TMEM16A/YFP iodide influx fluorescence, ionomycin;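 active = ratio plate-corrected score three or more library SD toward inhibition, starting fluorescence score within five deviations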;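 also: score derived from kinetic fluorescence span divided by baseline fluorescence per well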
# RGS4 act = RGS4 potentiation or activation. HEK293 M3R/inducible RGS4, carbachol calcium flux Fluo4; hits give low values. B-score at 10 µM. 310,000 tested, 0.92% active. AID 463111;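 active = B-score of the integrated calcium signal more than 4 SD below the library mean, with starting fluorescence not abnormally high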;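 also: negative B-score means reduced calcium response which marks RGS4 activation or potentiation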
#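 Material: M3R-expressing HEK293 line, RGS4 induced by doxycycline | Schedule: Overnight RGS4 induction, 30 min dye load 37 °C, 20 min compound RT | Measured by: Fluo4 fluorescence kinetic imaging of calcium | Read-out: Integrated calcium ratio converted to B score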
# KCNK3 block = human KCNK3 channel inhibition, primary screen. AID 602410. 340,000 tested, 0.84% active. B-score at 10 µM. CHO-KCNK3 thallium flux, FluxOR fluorescence; hits give low values;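 active = B-score under library mean minus 4 SD, starting fluorescence ratio at most library mean plus 5 SD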;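 also: more negative B-score means stronger inhibition of thallium flux through KCNK3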
# KCNQ1 act = potentiators or activators of human KCNQ1 potassium channel; P51787; CHO-K1 KCNQ1, thallium flux FluxOR fluorescence; hits give high values; B-score at 10 µM; 310,000 tested, 0.35% active;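 active = fluorescence ratio B-score, a plate-corrected score, at least three library SD, with initial intensity B-score within 5 SD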
#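 Assay system: CHO-K1 cells stably expressing KCNQ1. Medium: assay buffer for compound exposure, DMSO matched across wells. Timing: 37 °C overnight plating, 90-min dark dye load, 20-min compound pretreatment. Signal: kinetic FluxOR fluorescence, 10 s baseline plus 110 s post-stimulus.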
# TMEM16A act = activates or potentiates the mouse TMEM16A chloride channel; Q8BHY3; HEK293 TMEM16A/YFP-H148Q/I152L, iodide quench fluorescence; hits give low values; B-score at 10 µM; 340,000 tested, 0.3% active; AID 623877;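 active = fluorescence-ratio B-score plate-corrected deviation score at least 3 library SD below zero, with starting fluorescence score within 5 deviations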;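 also: channel opened by trigger with iodide after compound preincubation; score built on the fluorescence ratio of max minus min over baseline; more negative score means more quench and so TMEM16A activation or potentiation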
# HDAC3 inh = human HDAC3 inhibition; O15379; recombinant HDAC3, fluorogenic peptide/trypsin coupled, fluorescence; 320,000 tested, 0.15% active; inhibition, % at 8.3 µM; in the data active = inhibition above about 26%, passing the limit was not always enough
# Target sequence (O15379 whole entry, looked up): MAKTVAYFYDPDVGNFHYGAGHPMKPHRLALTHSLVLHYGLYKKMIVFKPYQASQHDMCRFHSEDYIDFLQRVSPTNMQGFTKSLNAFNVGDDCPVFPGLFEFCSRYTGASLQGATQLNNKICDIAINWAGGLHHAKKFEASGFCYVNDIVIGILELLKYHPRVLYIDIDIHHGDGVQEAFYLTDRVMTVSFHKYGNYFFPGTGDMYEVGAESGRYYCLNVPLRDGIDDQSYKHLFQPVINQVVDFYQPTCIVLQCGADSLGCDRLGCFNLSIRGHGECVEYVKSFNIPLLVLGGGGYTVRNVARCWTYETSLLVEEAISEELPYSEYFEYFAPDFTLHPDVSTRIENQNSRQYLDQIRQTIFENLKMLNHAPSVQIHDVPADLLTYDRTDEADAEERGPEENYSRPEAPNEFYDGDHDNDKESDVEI
# SKKanGAS inh = blocks kanamycin growth of S. pyogenes SKKanGAS strain. inhibition, % at 7.5 µM. AID 1662. BacTiter-Glo, 6 h. 300,000 tested, 1.3% active;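 active = mean replicate score, as percent of positive control median, at least 50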;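 also: strain carries kanamycin resistance gene driven by streptokinase promoter and grows in 40 µg/ml kanamycin; loss of luminescence reflects streptokinase promoter inhibition or plain growth inhibition; 0% = median of DMSO wells and 100% = positive control at its reference dose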
# KCNQ1 block = blocks the human KCNQ1 potassium channel; 310,000 tested, 1.3% active; CHO-K1 KCNQ1, FluxOR thallium flux fluorescence; hits give high values; P51787; B-score at 10 µM; AID 2642;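 active = compounds whose thallium flux B-score, printed positive for inhibition, exceeds three library SD while starting fluorescence stays within three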;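 also: channel opened by potassium depolarization with thallium stimulus after 20 min compound exposure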
# KCNK9 inh = human KCNK9 channel inhibition; Q9NPC2; HEK293 KCNK9, FluxOR thallium flux fluorescence; hits give low values; B-score at 10 µM; 310,000 tested, 1.2% active; AID 488922;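 active = ratio B-score over 3 SD below the library mean, with starting fluorescence within 5 SD of its mean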;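 also: negative B-score means less thallium flux so channel inhibition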
# Target sequence (Q9NPC2 whole entry, looked up): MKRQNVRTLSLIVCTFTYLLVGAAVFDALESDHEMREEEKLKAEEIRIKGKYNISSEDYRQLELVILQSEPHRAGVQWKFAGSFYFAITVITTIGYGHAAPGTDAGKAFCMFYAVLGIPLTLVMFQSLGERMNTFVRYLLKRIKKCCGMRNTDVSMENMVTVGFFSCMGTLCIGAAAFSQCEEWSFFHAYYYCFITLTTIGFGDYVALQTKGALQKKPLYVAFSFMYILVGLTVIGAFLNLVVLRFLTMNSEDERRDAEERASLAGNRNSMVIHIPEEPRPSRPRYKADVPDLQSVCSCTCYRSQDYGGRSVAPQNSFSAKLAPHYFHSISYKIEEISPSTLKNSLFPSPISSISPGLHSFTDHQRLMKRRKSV
# The depositor's hits bear a star; i = inactive; · = no result given.
SMILES,RGS4 block,hERG rescue,ANO1 block,RGS4 act,KCNK3 block,KCNQ1 act,TMEM16A act,HDAC3 inh,SKKanGAS inh,KCNQ1 block,KCNK9 inh
COC(=O)CNC(=O)C(C)NC(=O)CNC(=O)OCc1ccccc1 (stereo not given),i,-4,i,i,i,i,i,9,4,i,i
O=C1[C@H]2CCCC[C@H]2C(=O)N1CCCCN1CCN(c2nsc3ccccc23)CC1,i,-4,i,i,i,i,i,-7,-5,i,i
CCOc1ccc(-c2c(C(=O)N/N=C/c3ccncc3)nnn2-c2nonc2N)cc1,i,-7,i,i,i,i,i,1,11,i,i
CC(C)(C)NC(=S)Nc1ccc(Br)cc1,i,-10,i,i,i,i,i,3,-1,i,i
O=C(CCC1CCCC1)N1CCN(C(=O)C2CC2)CC1,i,-2,i,i,i,i,i,-4,4,i,i
COc1cc2c(cc1OC)CN(c1ccc([N+](=O)[O-])cc1Cl)CC2,i,-6,i,i,i,i,i,9,-3,i,i
Nc1nnc(Cc2ccc(Cl)cc2Cl)s1,i,-9,i,i,i,i,i,0,-10,i,i
O=C(c1ccccc1)N1CCN(Cc2cccc(Oc3ccccc3)c2)CC1,i,-9,i,i,i,i,i,4,-8,i,i
CC/C(=N\NC(=O)c1c(-c2ccccc2)noc1C)c1ccc(C)o1,i,-7,i,i,i,i,i,2,1,i,i
O=C(Cn1nc(-c2ccc(Cl)cc2)c2ccccc2c1=O)NN1CCOCC1,i,-6,i,i,i,i,i,5,4,i,i
CC(C)C(NC(=O)c1ccc(Cl)cc1)C(=O)O (stereo not given),i,-8,i,i,i,i,i,8,4,i,i
COc1ccc(CNC(=O)C(C)N2C(=O)COc3ccc(C)cc32)c(OC)c1 (stereo not given),i,-10,i,i,i,i,i,5,9,i,i
Cn1cnnc1SCCC(=O)Nc1ccc(Cl)cc1,i,-6,i,i,i,i,i,-6,-3,i,i
COc1ccc(CCNC(=O)CCCn2ncn3c(cc4occc43)c2=O)c(OC)c1,i,-8,i,i,i,i,i,8,-2,i,i
Cc1ccc(NC(=O)c2ccc(CN3CC(=O)N4CCCCC4C3=O)cc2)c(C)c1 (stereo not given),i,-6,i,i,i,i,i,-5,2,i,i
CC12COC3(C(=O)Nc4ccc(F)cc4)CC1CCC32C (stereo not given),i,-4,i,i,i,i,i,-2,-7,i,i
CCN(c1ccccc1)S(=O)(=O)c1ccc(Cl)c(C(=O)OCC(=O)c2[nH]c(C)c(C(C)=O)c2C)c1,i,-9,i,-7.2*,i,i,i,-6,9,i,i
O=C(NC1(O)C(=O)c2ccccc2C1=O)c1ccc(C(F)(F)F)cc1,i,-4,i,-7.6*,i,i,i,-5,0,i,i
COc1ccc(OC)c(-c2nc(C(=O)NCC3CCCO3)cc3c2[nH]c2ccccc23)c1 (stereo not given),i,-14,i,i,i,i,i,4,26,i,i
COCCNC(=S)N1CCc2cc(OC)c(OC)cc2C1COc1ccc(F)cc1 (stereo not given),i,-15,i,i,i,i,i,-2,3,i,i
COc1ccc(N2CCCCn3c2nc2c3c(=O)n(C)c(=O)n2C)cc1,i,-11,i,i,i,i,i,-5,7,i,i
O=C(NCCO)/C(=C\c1ccc([N+](=O)[O-])o1)NC(=O)c1ccccc1,i,-3,i,i,i,i,i,10,0,i,i
NNc1nnnc2c1sc1nc(N3CCOCC3)c3c(c12)CCCC3,i,-6,i,i,·,i,·,-3,24,i,i
Cc1cc(NC(=O)CCC(=O)N(c2ccccc2)C(C(=O)NC2CCCC2)c2ccccc2F)no1 (stereo not given),i,-8,i,i,i,i,i,1,0,i,i
CN(C)c1cccc(C(=O)NCc2ccc3c(c2)OCO3)c1,i,-5,i,i,i,i,i,-7,-4,i,i
SMILES,RGS4 block,hERG rescue,ANO1 block,RGS4 act,KCNK3 block,KCNQ1 act,TMEM16A act,HDAC3 inh,SKKanGAS inh,KCNQ1 block,KCNK9 inh
CC(C)Oc1ccc(C(=O)NC2CCS(=O)(=O)C2)cc1 (stereo not given),i,-4,i,i,i,i,i,-3,-7,i,i
CSc1cc(C)nc(N(C)C(C)=O)n1,i,-12,i,i,i,i,i,5,-4,i,i
O=C(NC(=S)Nc1ccc(CN2CCOCC2)cc1)c1cccc(F)c1,i,-6,·,i,i,i,i,·,-2,i,i
CCOC(=O)C(C)N1N=C(/C=C/c2ccc(C)cc2)CCC1=O (stereo not given),i,-20,i,i,i,i,i,15,-17,i,i
CC12CCC(C(=O)N(CCCN3CCN(Cc4ccccc4)CC3)C1=O)C2(C)C (stereo not given),i,-5,i,i,i,i,i,-3,·,i,i
O=C(COc1ccccc1)N=C1SC2CS(=O)(=O)CC2N1CCc1ccccc1 (stereo not given),i,-4,i,i,i,i,i,7,-2,i,i
CC1=C(C)CC(C(=O)NCc2ccccn2)C(C(=O)O)C1 (stereo not given),i,1,i,i,i,i,i,-2,-4,i,i
CCOC(=O)c1ccc(Nc2ccc([N+](=O)[O-])cn2)cc1,i,-8,i,i,i,i,i,-7,-5,i,i
O=C(O)c1[nH]c2ccccc2c1NS(=O)(=O)c1ccc(F)cc1,i,-8,i,i,i,i,-49*,-7,-4,i,i
COc1cc(C(=O)Nc2nnc(C)s2)cc(OC)c1OC,i,-6,i,i,i,i,i,·,-2,i,i
CCCCC(=O)NCCNc1nc2c(c(=O)n(C)c(=O)n2C)n1Cc1ccccc1,i,-6,i,i,i,i,i,1,3,i,i
CCOC(=O)CSc1nc2ccc(Nc3nc(N4CCOCC4)nc(N4CCOCC4)n3)cc2s1,i,-36,i,i,i,i,i,-9,16,i,i
O=C(O)C[C@H]1c2cc(C(F)(F)F)ccc2S(=O)(=O)N1Cc1ccccc1,i,1,i,i,i,i,i,-1,1,i,i
C/C(Cc1ccccc1)=N\NC(=O)CNC(=O)c1ccc(Cl)cc1Cl,i,-5,i,i,i,i,i,-5,3,i,i
O=C(Nc1cccc(F)c1)/C(=C/c1ccco1)NC(=O)c1ccco1,i,-11,i,i,i,i,i,·,-1,i,i
COc1ccc(C(=O)NCCCNC(=O)c2cc3ccccc3[nH]2)cc1OC,i,-2,i,i,i,i,i,-1,5,i,i
COc1ccccc1N1CCN(C(CNS(=O)(=O)c2cccs2)c2cccnc2)CC1 (stereo not given),i,-7,i,i,i,i,i,·,-2,i,i
CCN(CC1CCCO1)C(=O)c1cc(COc2cc(C)c(Cl)c(C)c2)on1 (stereo not given),i,-13,·,i,i,i,i,·,12,i,i
CC(C)(C)c1ccc(C(=O)NNC(=S)NC(=O)c2cccnc2)cc1,i,-9,i,i,i,i,i,12,100*,i,i
O=C(N/N=C/c1cccc2ccccc12)c1ccc(CN2CCOCC2)cc1,i,-13,i,i,i,i,i,0,-3,i,i
O=C(NCc1ccco1)C1CCN(C(=O)Cc2ccccc2)CC1,i,0,i,i,i,i,i,1,-5,i,i
O=C(CSc1nnc(NC(=O)c2ccco2)s1)Nc1ccc(F)cc1,i,-9,i,i,i,i,i,0,1,i,i
CCN1/C(=C/c2cccc[n+]2C)Sc2ccc(OC)cc21,i,-23,i,-7.5*,i,i,i,5,2,i,i
COC(=O)C1=C(C)N(C)C(=S)NC1c1c(OC)ccc2ccccc12 (stereo not given),i,-19,i,i,i,i,i,-3,-1,i,i
COc1ccc(/C=N/Nc2ccc(C(F)(F)F)cc2[N+](=O)[O-])cc1O,i,-4,i,i,i,i,i,-2,-6,i,i
SMILES,RGS4 block,hERG rescue,ANO1 block,RGS4 act,KCNK3 block,KCNQ1 act,TMEM16A act,HDAC3 inh,SKKanGAS inh,KCNQ1 block,KCNK9 inh
Cc1ccc(CNC(=O)CN2CCC(C(N)=O)CC2)cc1,i,0,i,i,i,i,i,-21,-1,i,i
COc1ccccc1/C=N/NC(=O)c1cc2c(OC)c(OC)ccc2[nH]1,i,-8,i,i,i,i,i,10,-5,i,i
COC(=O)c1ccc(N2CCN(S(=O)(=O)c3ccc(C)cc3)CC2)c([N+](=O)[O-])c1,i,-9,i,i,i,i,i,1,-4,i,i
COc1cc(OC)c(NC(=O)c2sc3ncn(CC(=O)N4CCN(c5ccccn5)CC4)c(=O)c3c2C)cc1Cl,i,-8,i,i,i,i,i,1,50*,i,i
CN(C)c1ccnc(-n2cccc2/C=N/OCc2ccc(F)cc2Cl)c1C#N,i,-7,i,i,i,i,i,0,-6,i,i
CCOc1ccc(NC(=O)c2ccc(Cn3nc(C)cc3C)o2)cc1,i,-10,i,i,i,i,i,13,-6,i,i
O=C(O)C1CCCN1S(=O)(=O)c1ccc2ccccc2c1 (stereo not given),i,-16,i,i,i,i,i,3,-1,i,i
COc1ccc2[nH]c(C(=O)N3CCC(n4nccc4NC(=O)C4CC4)CC3)c(C)c2c1,i,-1,i,i,i,i,i,-1,1,i,i
CCOC(=O)c1c(C)nc2ccccc2c1C,i,-12,i,i,i,i,i,-1,-3,i,i
O=C(Nc1nnc(CCN2CCOCC2)s1)c1ccccc1,i,-14,i,i,i,i,i,-3,-1,i,i
O=C(Nc1cccc([N+](=O)[O-])c1)c1ccc2nsnc2c1,i,-9,i,i,i,i,i,-2,-2,i,i
COc1ccc(C2COc3cc(O)ccc3C2)c(OC)c1O (stereo not given),i,-6,i,i,i,i,i,-3,1,i,i
CN1CC(=O)N(CC(=O)Nc2cccc(S(=O)(=O)N3CCOCC3)c2)C1=O,i,-8,i,i,i,i,i,-1,11,i,i
O=c1[nH]cccc1-c1nc2ccccc2n1Cc1ccc(F)cc1,i,-9,i,i,i,i,i,-78,-4,i,i
O=C(Cc1ccccc1)NCC(=O)Nc1cccc(Br)c1,i,-7,i,i,i,i,i,5,2,i,i
Cc1cc(C(=O)N/N=C/c2ccc(N(C)C)o2)cs1,8.7*,-10,i,i,i,i,i,1,3,i,i
O=C(Nc1ncc2c(n1)-c1ccccc1CC2)c1ccccc1,i,-11,i,i,i,i,i,2,2,i,i
CS(=O)(=O)N1CCc2cc(C(=O)N3CCCC3)ccc21,i,-10,i,i,i,i,i,3,1,i,i
CCOC(=O)c1c(O)c2cc(Cl)ccc2n(CC)c1=O,i,4,i,i,i,i,i,2,-9,i,i
COCCCNc1nc2ccccc2nc1NS(=O)(=O)c1cccc(C)c1,i,-11,i,i,i,i,i,-3,6,i,i

# Complete entries, quoted from the list. Order of values: RGS4 block, hERG rescue, ANO1 block, RGS4 act, KCNK3 block, KCNQ1 act, TMEM16A act, HDAC3 inh, SKKanGAS inh, KCNQ1 block, KCNK9 inh
# CC(C)(C)c1ccc(C(=O)NNC(=S)NC(=O)c2cccnc2)cc1 reads i, -9, i, i, i, i, i, 12, 100*, i, i
# O=C(COc1ccccc1)N=C1SC2CS(=O)(=O)CC2N1CCc1ccccc1 (stereo not given) reads i, -4, i, i, i, i, i, 7, -2, i, i
